PPARg SRC2 recr = PPARgamma-driven SRC-2 recruitment agonism; P37231; PPARgamma LBD-SRC-2 recruitment, biochemical; activation, % at 8 µM; actives 0.34% (n = 200,000); in the data active = activation above about 22%;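 note: 0% = vehicle and 100% = reference agonist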
Target sequence (P37231 whole entry, looked up, the tested form may be a part): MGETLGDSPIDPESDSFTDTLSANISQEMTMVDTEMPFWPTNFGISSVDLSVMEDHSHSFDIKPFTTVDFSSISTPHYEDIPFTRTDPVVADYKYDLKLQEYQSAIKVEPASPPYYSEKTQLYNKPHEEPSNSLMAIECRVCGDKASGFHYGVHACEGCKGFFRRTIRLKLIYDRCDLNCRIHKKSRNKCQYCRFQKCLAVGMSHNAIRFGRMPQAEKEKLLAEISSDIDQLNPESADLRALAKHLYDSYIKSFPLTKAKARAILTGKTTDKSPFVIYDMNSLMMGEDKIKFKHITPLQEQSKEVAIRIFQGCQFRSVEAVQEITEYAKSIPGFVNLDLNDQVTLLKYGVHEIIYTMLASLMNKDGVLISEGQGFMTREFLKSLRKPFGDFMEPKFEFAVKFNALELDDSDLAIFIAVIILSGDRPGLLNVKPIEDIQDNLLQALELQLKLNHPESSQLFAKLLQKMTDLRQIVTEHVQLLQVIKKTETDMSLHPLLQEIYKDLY
ROMK primary = modulators of human ROMK potassium channel. Tet-inducible ROMK, thallium flux fluorescence; actives lie on both sides. AID 1918. P48048. actives 2% (n = 130,000). B-score at 10 µM;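 active = signal ratio slope over the read window, or its plate-corrected B-score, at least 3 SD from the plate mean, either direction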;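 note: B-score of the F/F0 ratio slope over 7 to 12 s after thallium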
PMI act = phosphomannose isomerase (human) activation; purified human PMI, coupled resazurin fluorescence, 20 min; stronger effect = higher value; 1 = vehicle control, 0 substrate-free wells; P34949; actives 0.005% (n = 190,000); activation factor at 20 µM;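 active = activation factor of 2 or more at 20 µM, relative to plate controls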
Diaphorase inh = inhibits diaphorase or chemically oxidizes, flagging diaphorase assay artifacts | inhibition, % at 20 µM | diaphorase resazurin-to-resorufin fluorescence, NADH, 16 min; bacterial (C. kluyveri) enzyme, not human | actives 0.69% (n = 190,000) | AID 1217;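 active = primary screen inhibition at 20 µM above a set limit, cut at about 50% in these data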;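 note: plate controls were DMSO with full reaction for no effect and wells lacking NADH for full effect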
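System: Bacterial diaphorase enzyme (C. kluyveri) | Incubation: 16-min room-temperature incubation before reading | Benchmarks: No-NADH positive control and DMSO neutral control | Measured by: Resorufin fluorescence 544/590 nm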
SRC2 TRFRET art = counter-screen for PPARgamma SRC-2 recruitment agonists: TR-FRET artefact | actives 0.4% (n = 200,000) | stronger effect = higher value | AID 1049 | TR-FRET ratio at 8 µM; in the data active = TR-FRET ratio above about 2000; note: inactives centre near 1500
PPARg SRC-3 ag = PPARgamma-driven SRC-3 recruitment agonism; biochemical PPARgamma/SRC-3 coactivator recruitment assay; P37231; activation, % at 8 µM; AID 731; actives 0.26% (n = 200,000); in the data active = activation above about 23%;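 note: 0% = DMSO and 100% = reference agonist; some compounds past the cut are filed as inactive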
Diaphorase act = counter-screen for diaphorase-based assays: diaphorase activators and chemical reducers. Diaphorase/resazurin coupled assay, resorufin fluorescence, 16 min; stronger effect = higher value; 1 = vehicle wells, 0 = NADH-free wells. activation factor at 20 µM. actives 0.005% (n = 190,000). AID 1229;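 active = diaphorase activity raised at least twofold by the compound at 20 µM; inactive = activation factor below 2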
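Assay system: bacterial diaphorase enzyme (C. kluyveri) / Input: enzyme 0.07 U/mL final / Medium: 50 mM HEPES pH 7.4 with 4.542 mM MgCl2, 0.005% Tween 20 / Doses: single compound dose of 20 µM, 1% DMSO final / Incubation: 16 min enzyme reaction, ambient temperature / Signal: fluorescence, excitation 544 nm and emission 590 nm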
G6PDH counter = counter-screen for G6PDH assay hits: L. mesenteroides G6PDH inhibition. Purified L. mesenteroides G6PDH, diaphorase/resazurin coupled fluorescence, 45 min. inhibition, % at 5 µM. actives 0.12% (n = 200,000); in the data active = inhibition above about 50%
PPARg SRC-1 ag = promotes SRC-1 coactivator recruitment by human PPARgamma | PPARgamma-SRC-1 coactivator recruitment biochemical assay | activation, % at 8 µM | actives 0.41% (n = 200,000) | AID 631; in the data active = activation above about 19%;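 note: 0% = DMSO and 100% = reference agonist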
S1P3 antagonist = antagonists of human S1P3 receptor | CHO S1P3 NFAT-BLA reporter, FRET fluorescence, antagonist mode | inhibition, % at 4.98 µM | actives 0.27% (n = 170,000) | AID 485;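 active = inhibition above the plate cutoff, the mean inhibition of test wells on that plate plus 3 SD, cut at about 28% in these data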;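 note: cells challenged with S1P at its EC80 of 0.8 µM; blue over green emission ratio from cleaved BLA substrate after 4 h stimulation; 0% = S1P-stimulated wells and 100% = unstimulated DMSO-only wells; some compounds past the cut are filed as inactive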
Target sequence (Q99500 whole entry, looked up): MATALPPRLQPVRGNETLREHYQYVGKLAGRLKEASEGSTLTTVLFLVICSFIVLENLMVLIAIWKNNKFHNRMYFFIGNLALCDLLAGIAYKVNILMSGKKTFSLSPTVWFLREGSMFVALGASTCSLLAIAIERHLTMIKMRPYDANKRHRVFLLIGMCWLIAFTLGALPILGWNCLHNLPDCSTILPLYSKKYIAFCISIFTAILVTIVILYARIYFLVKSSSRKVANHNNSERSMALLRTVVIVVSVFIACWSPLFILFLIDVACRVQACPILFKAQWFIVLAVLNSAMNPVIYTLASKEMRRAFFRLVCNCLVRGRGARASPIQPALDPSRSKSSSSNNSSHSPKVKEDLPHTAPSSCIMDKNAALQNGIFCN
PMI act satM6P = PMI (human) activation, high substrate | coupled PMI enzyme assay, resazurin fluorescence, 20 min; stronger effect = higher value; 1 = untreated enzyme, 0 = substrate-free blank | activation factor at 20 µM | actives 0.34% (n = 190,000) | P34949;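 active = activation factor of 2 or more at 20 µM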
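Material: human phosphomannose isomerase with PGI, G6PDH, diaphorase coupling enzymes; amount: PMI at 15 ng/mL final; also added: Mannose-6-phosphate 1.0 mM (near-saturating) plus 0.22 mM NADP+; incubation: enzyme reaction with compound 20 min at room temperature; signal: resorufin fluorescence (Ex 544/Em 590 nm) from resazurin via diaphorase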
The depositor's hits bear a star; x = not tested or not shown.

SMILES	PPARg SRC2 recr	ROMK primary	PMI act	Diaphorase inh	SRC2 TRFRET art	PPARg SRC-3 ag	Diaphorase act	G6PDH counter	PPARg SRC-1 ag	S1P3 antagonist	PMI act satM6P
Cc1nc(Nc2ccc(F)cc2)[nH]c(=O)c1CCC(C)C	12	0.11	1	4	1537	-2	1	-3	-3	-16	1
Fc1cccc(Cc2noc(CN3CCN(C4CCc5ccccc5C4)CC3)n2)c1 (stereo not given)	15	-2.5	0.9	12	1763	5	0.9	15	6	-9	0.8
O=S(=O)(NCC1CCCO1)c1cc(Br)c(Br)s1 (stereo not given)	0	-0.066	0.9	6	1511	3	0.9	1	9	14	0.9
CCn1c(C)nc2cc(S(=O)(=O)C(F)(F)C(F)C(F)(F)F)ccc21 (stereo not given)	-1	x	1.1	0	1558	-4	1	3	-1	5	1.1
O=C(COC(=O)/C=C/c1ccco1)NCc1ccco1	1	0.97	1.1	-8	1698	5	1.1	4	5	7	1.1
CCOc1ccc(NC(=O)c2ccc(CSc3nnnn3C)cc2)cc1	9	x	1.2	-5	1533	2	1	8	0	-5	1.1
COc1c2c(cc3oc(C)cc(=O)c13)OC(C(C)(C)OC1OC(CO)C(O)C(O)C1O)C2 (stereo not given)	9	0.41	1	6	1390	-1	0.9	9	1	-14	0.9
Cc1ccsc1/C=N/NC(=O)c1sccc1C	3	x	1	8	1561	18	0.9	2	7	x	1
COc1ccc(-c2cc3nc[nH]c(=O)c3s2)cc1	11	1.6	0.9	9	1615	9	0.9	12	2	x	1
CCC(=O)Nc1ccc(NC(=S)Nc2ccccc2)cc1	5	x	1	18	1571	1	0.8	-2	1	13	0.9
CC1CCN(C(=O)c2cc3ccccc3o2)CC1	8	x	0.9	12	1605	-4	0.9	-1	1	2	0.9
Cc1cccc(OCCCn2c(CCNC(=O)C(C)C)nc3ccccc32)c1	12	x	1.1	8	1507	4	0.9	7	4	x	1.1
O=C(CCN1C(=O)c2cccc3cccc(c23)C1=O)NCc1ccco1	1	-0.095	1	19	1647	1	0.8	8	4	-13	1
Cn1c(N/N=C/c2c[nH]c3ccccc23)nc2ccccc21	24*	x	1.1	-15	1730	4	1.2	2	18	x	1.1
COc1cccc(CN2CCNC(=O)C2CC(=O)N2CCOc3ccccc3C2)c1OC (stereo not given)	5	0.42	1	10	1759	3	0.9	10	7	5	0.7
Cn1c(=O)[nH]c(=O)c2c1nc(N1CCOCC1)n2CC(O)COc1ccccc1 (stereo not given)	1	0.042	1	10	1357	-12	0.9	19	0	-9	1
COc1ccc(/C=N/NC(=O)c2[nH]c3ccc(Br)cc3c2-c2ccccc2)cc1	-5	x	1	9	1701	-2	0.9	-3	-3	25	1
O=C1NC(c2cccs2)Nc2sc3c(c21)CCCC3 (stereo not given)	-1	x	0.8	14	1564	4	0.9	0	2	16	0.9
O=S(=O)(Cc1ccc(Cl)cc1)CC(O)COCc1ccccc1 (stereo not given)	-1	x	1	7	1567	-2	0.9	-5	-5	x	1
NC(=O)C1CCCN1 (stereo not given)	-1	-0.14	1	-3	1417	1	1	-2	1	-5	1
Cc1nc2ncnn2c(N2CCC(C(=O)NCC3CCCO3)CC2)c1Cc1ccccc1 (stereo not given)	-8	0.44	x	x	1324	-5	x	x	-2	-7	x
CCO[C@@H]1OC(C(=O)O)=C[C@H](C2CC2)[C@H]1CCCO	-9	x	0.9	21	1406	-2	0.8	21	2	-12	0.9
CCOC(=O)c1c(NC(=O)c2cc(C(C)C)on2)sc(C(C)=O)c1C	6	0.43	1.1	4	1597	-2	1	5	4	x	1
COc1cc(C(=O)OC(C)CN2CCN(C)CC2)cc(OC)c1OC (stereo not given)	-6	0.032	1	1	1498	-4	1	1	4	-23	1
COc1cccc2c3c(c(C)nc12)CCN3c1ccccc1	9	-0.23	1	14	1811	-1	0.9	0	12	2	0.9
O=C(NC1CC1)C1CCN(C2CCN(C(=O)CC3=CCCCC3)CC2)CC1	2	-0.028	1	-15	1437	1	1.1	11	1	-2	1
Cc1ccc(N2C(=O)c3ccc(C(=O)N4CCN(c5cccc(C)c5C)CC4)cc3C2=O)cc1	7	0.38	0.9	16	1398	6	0.8	4	-6	x	0.9
COCCNC(=O)C1(C)Oc2ccccc2NC1=O (stereo not given)	12	0.00075	1	6	1646	3	0.9	2	0	x	1
CC(C)CNC(=O)C1CCCN1S(=O)(=O)c1ccc(Cl)cc1 (stereo not given)	8	0.65	1	-5	1407	-3	1.1	8	-2	x	1.1
Cc1cc(NC(=O)CSc2nnc(-c3ccoc3C)n2N)no1	1	0.41	1.1	7	1522	1	0.9	9	10	-9	1.1
C(=N\Nc1ccc2ccccc2n1)/c1ccc2c(c1)OCO2	-4	-0.75	1.1	-22	1450	-1	1.2	-2	2	0	1.1
COC(=O)c1ccc(-n2c(C)cc(C(=O)CSc3cccc[n+]3[O-])c2C)cc1	7	0.031	1.1	9	1519	7	0.9	1	3	-1	1.1
Fc1ccccc1CSc1nnc(-c2ccccc2)o1	11	-0.038	0.9	-1	1497	6	1	9	3	-38	1
CCOCC(=O)Nc1cc(C(=O)NCCc2ccccc2)ccc1Cl	-1	x	1.2	-11	1467	-1	1.1	17	-5	-5	1.1
Cc1cc(C)cc(NC(=O)COc2ccc3c(C)c(Cc4ccccc4)c(=O)oc3c2)c1	-11	x	1	7	1461	0	0.9	-9	-6	-5	0.9
CCOC(=O)C(CC)Sc1nc(N)c(NC(=O)c2ccc(OC)c(OC)c2)c(=O)[nH]1 (stereo not given)	3	x	0.9	6	1535	8	0.9	-1	-1	-12	1
O=C(Nc1cc(-c2nc3ccccc3s2)ccc1Cl)c1ccc2c(c1)OCO2	-5	0.29	0.9	6	1429	1	0.9	0	0	x	0.9
CC(C)NC(=O)c1onc(CSc2ccc(Cl)cc2)c1C(=O)O	8	x	1	-9	1536	10	1.1	4	12	x	1
Cc1ccccc1-n1sc2cc(F)ccc2c1=O	7	-4.7*	-0.1	10	1443	5	0.9	6	4	-17	0.2
Fc1ccccc1N1CCN(c2nc(-c3cccs3)nc3ccccc23)CC1	0	0.7	0.9	19	1633	-2	0.8	1	1	-18	0.8
O=C(CN(Cc1ccccc1)C(=O)CSc1nnc(COc2ccccc2)o1)NC1CCCC1	3	x	1	18	1430	4	0.8	1	4	x	1
Cn1cccc1-c1cc(C(=O)N/N=C/C=C/c2ccccc2)[nH]n1	11	-0.13	0.9	22	1474	4	0.8	-2	6	-16	0.8
O=C1c2cccnc2C(O)N1Cc1ccc(F)cc1 (stereo not given)	2	-0.31	1.1	5	1481	-2	1	6	-4	0	1.1
CCN(CCNC(=O)C1CCCN(S(=O)(=O)CC)C1)c1ccccc1 (stereo not given)	1	0.58	0.9	13	1567	8	0.9	21	-2	-14	0.8
CCCCN(C(=O)CCC(=O)O)C1CC(=O)N(c2ccc(OCCC)cc2)C1=O (stereo not given)	2	0.019	0.9	20	1523	24	0.8	-7	-4	x	0.9
CNc1nc(Nc2ccc(Br)cc2)nc(N)c1[N+](=O)[O-]	0	-0.01	1	14	1554	-1	0.9	1	-1	-17	0.8
COc1cccc2cc(-c3csc(CCn4nc(C)cc4C)n3)c(=O)oc12	0	-0.22	1	21	1654	-2	0.8	4	1	-11	1
CCOC(=O)c1c(NC(C)=O)sc2c(OCC(O)CN(CC)CC)c(Br)ccc12 (stereo not given)	2	-1.2	1	25	1571	6	0.7	-9	6	-16	1
Cc1c(C(=O)N2CCC(C)CC2)cccc1[N+](=O)[O-]	-3	0.61	1	7	1339	-1	0.9	5	-6	-4	1
CN1CCN(c2nc3c(c(=O)n(C)c(=O)n3C)n2CC(N)=O)CC1	-10	-0.3	1.1	-3	1601	9	1	2	8	-26	1.1
O=C(OCc1cc([N+](=O)[O-])cc2c1OCOC2)c1ccc2ccccc2n1	6	0.44	1	6	1585	1	0.9	-8	9	0	1
CN(CCc1ccccn1)C(=O)Nc1ccc(F)cc1	10	0.48	1	15	1620	11	0.9	3	-4	x	1
Cc1cccc(CN2CCN(CC(=O)NCc3ccc(F)cc3)C2=O)c1	-3	x	x	x	1519	-2	x	x	1	-32	x
COc1ccccc1NC(=O)CN1C(=O)NC(C)(C)C1=O	4	x	1	4	1492	2	1	0	-4	-20	1
CC(=O)Nc1ccc(C(=O)OCc2ccc(Cl)c(Cl)c2)cc1	-7	0.74	0.8	20	1417	-1	0.8	-12	0	-11	0.9
COc1ccc(N(C(=O)CS(=O)CC(=O)Nc2ccc(F)cc2)C(C(=O)NC2CCCCC2)c2cccs2)cc1 (stereo not given)	11	-0.21	1	12	1627	3	0.9	3	-2	-8	1
COC(=O)c1ccc(CSc2ncnc3c2nnn3-c2ccc(OC)cc2)o1	5	x	0.8	17	1716	-1	0.8	-54	2	-21	0.8
CCc1ccc(CCC(=O)Nc2ccc(OC)cc2)o1	-1	-0.48	0.9	16	1459	0	0.8	-1	3	x	0.9
Cn1c(Cc2ccccc2)nnc1SCC(=O)c1cccs1	6	0.84	1	12	1653	-1	0.9	5	-4	x	1

A second format for part of the listing above:
SMILES: CN(CCc1ccccn1)C(=O)Nc1ccc(F)cc1
  PPARg SRC2 recr: 10 | ROMK primary: 0.48 | PMI act: 1 | Diaphorase inh: 15 | SRC2 TRFRET art: 1620 | PPARg SRC-3 ag: 11 | Diaphorase act: 0.9 | G6PDH counter: 3 | PPARg SRC-1 ag: -4 | S1P3 antagonist: x | PMI act satM6P: 1

SMILES: Cc1cccc(CN2CCN(CC(=O)NCc3ccc(F)cc3)C2=O)c1
  PPARg SRC2 recr: -3 | ROMK primary: x | PMI act: x | Diaphorase inh: x | SRC2 TRFRET art: 1519 | PPARg SRC-3 ag: -2 | Diaphorase act: x | G6PDH counter: x | PPARg SRC-1 ag: 1 | S1P3 antagonist: -32 | PMI act satM6P: x

SMILES: COc1ccccc1NC(=O)CN1C(=O)NC(C)(C)C1=O
  PPARg SRC2 recr: 4 | ROMK primary: x | PMI act: 1 | Diaphorase inh: 4 | SRC2 TRFRET art: 1492 | PPARg SRC-3 ag: 2 | Diaphorase act: 1 | G6PDH counter: 0 | PPARg SRC-1 ag: -4 | S1P3 antagonist: -20 | PMI act satM6P: 1

SMILES: CC(=O)Nc1ccc(C(=O)OCc2ccc(Cl)c(Cl)c2)cc1
  PPARg SRC2 recr: -7 | ROMK primary: 0.74 | PMI act: 0.8 | Diaphorase inh: 20 | SRC2 TRFRET art: 1417 | PPARg SRC-3 ag: -1 | Diaphorase act: 0.8 | G6PDH counter: -12 | PPARg SRC-1 ag: 0 | S1P3 antagonist: -11 | PMI act satM6P: 0.9

Source: PubChem
